Screening results (PubChem BioAssay)
RGS4 pot: potentiators or activators of RGS4 | HEK293 M3R/inducible RGS4, carbachol calcium flux Fluo4; hits give low values | B-score at 10 µM | hit rate 0.92% among 310,000 | AID 463111;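 active means B-score of the integrated calcium signal more than 4 SD below the library mean, with starting fluorescence not abnormally high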;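 further: negative B-score means reduced calcium response which marks RGS4 activation or potentiation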
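test system = M3R-expressing HEK293 line, RGS4 induced by doxycycline | probe or stimulus = carbachol at ECmax as muscarinic agonist stimulus | timing = dye loading 30 min 37 °C, buffer rest 30 min RT | signal = calcium dye Fluo4 fluorescence | evaluation = B score from integrated fluorescence ratio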
Dyrk1A ADPGlo: inhibitors of rat Dyrk1A kinase; hit rate 0.43% among 310,000; inhibition, % at 12.5 µM; Q63470; ADP-Glo luminescence, NFATc1 peptide; AID 504441; in the data active means inhibition above about 50%;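 further: plate controls were vehicle with enzyme for no effect and no enzyme for full effect; many of its hits are not listed in these tables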
KCNK3 block: human KCNK3 channel inhibition, primary screen; O14649; CHO-KCNK3 thallium flux, FluxOR fluorescence; hits give low values; B-score at 10 µM; hit rate 0.84% among 340,000;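 active means B-score under library mean minus 4 SD, starting fluorescence ratio at most library mean plus 5 SD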;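 further: more negative B-score means stronger inhibition of thallium flux through KCNK3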
GSK3B inh: inhibitors of human GSK3beta kinase | activity score (negative = inhibition), % at 10 µM | hit rate 0.038% among 300,000 | GST-GSK3beta kinase, ADP-Glo luminescence, 60 min; hits give low values;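 active means more than half of replicate wells score below -50%, meaning over 50% inhibition versus plate controls; inconclusive means some replicates but at most half score below -50%; inactive means no replicate scores below -50%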;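 further: 0% = median DMSO wells and -100% = median GW8510 positive control wells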
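Assay system: GST-fused GSK3beta enzyme, cell-free / Medium: Tris pH 7.5 buffer with MgCl2, DTT, BSA, heparin / Also added: peptide substrate plus 25 µM ATP (final) / Compound: 10 µM single point / Timing: kinase reaction with compound 60 min at room temperature / Detection: ADP-Glo luminescence / Benchmarks: DMSO neutral wells and GW8510 at 20 µM as positive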
KCNQ1 block: human KCNQ1 channel inhibition; P51787; CHO-K1 KCNQ1, FluxOR thallium flux fluorescence; hits give high values; B-score at 10 µM; hit rate 1.3% among 310,000; AID 2642;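 active means compounds whose thallium flux B-score, printed positive for inhibition, exceeds three library SD while starting fluorescence stays within three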;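 further: channel opened by potassium depolarization with thallium stimulus after 20 min compound exposure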
KCNQ1 pot: potentiates or activates the human KCNQ1 potassium channel; hit rate 0.35% among 310,000; CHO-K1 KCNQ1, thallium flux FluxOR fluorescence; hits give high values; B-score at 10 µM;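 active means fluorescence ratio B-score, a plate-corrected score, at least three library SD, with initial intensity B-score within 5 SD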
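Medium – assay buffer, equal DMSO in all wells · Material – CHO-K1 cell line with stable KCNQ1 potassium channel expression · Signal – kinetic FluxOR thallium fluorescence, 10-s 1-Hz baseline, 110-s post-stimulus read · Compound – single concentration per compound, DMSO matched to controls · Schedule – 37 °C overnight plating, 90-min dark dye load, 20-min compound pretreatment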
GSK3A inh: blocks human GSK-3 alpha kinase | P49840 | ADP-Glo luminescence, 60 min | inhibition, % at 10 µM | hit rate 0.1% among 320,000 | AID 2650;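 in the data active means inhibition above about 50%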;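 further: GST-tagged GSK-3 alpha with peptide substrate and 25 µM ATP; 0% = DMSO neutral wells and 100% = GW8510 positive control wells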
HDAC3 inhib: blocks human histone deacetylase 3; recombinant HDAC3, fluorogenic peptide/trypsin coupled, fluorescence; inhibition, % at 8.3 µM; hit rate 0.15% among 320,000; O15379; AID 2718; in the data active means inhibition above about 26%, passing the limit was not always enough; inconclusive means no clear call, values can overlap the other calls
Target sequence (O15379 whole entry, looked up): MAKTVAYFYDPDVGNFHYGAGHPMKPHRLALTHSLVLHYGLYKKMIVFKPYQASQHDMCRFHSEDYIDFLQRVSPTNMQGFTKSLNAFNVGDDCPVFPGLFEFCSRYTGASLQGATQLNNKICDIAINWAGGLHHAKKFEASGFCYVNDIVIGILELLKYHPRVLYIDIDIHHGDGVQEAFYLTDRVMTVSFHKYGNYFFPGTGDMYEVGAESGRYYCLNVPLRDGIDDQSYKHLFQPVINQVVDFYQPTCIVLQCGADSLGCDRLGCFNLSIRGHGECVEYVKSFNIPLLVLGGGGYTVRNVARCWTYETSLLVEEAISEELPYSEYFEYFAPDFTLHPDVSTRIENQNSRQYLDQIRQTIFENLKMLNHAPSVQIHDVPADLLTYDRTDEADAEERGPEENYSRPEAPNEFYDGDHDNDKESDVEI
KCNK9 block: human KCNK9 channel inhibition. Q9NPC2. HEK293 KCNK9, FluxOR thallium flux fluorescence; hits give low values. B-score at 10 µM. hit rate 1.2% among 310,000;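 active means ratio B-score over 3 SD below the library mean, with starting fluorescence within 5 SD of its mean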;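 further: negative B-score means less thallium flux so channel inhibition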
Target sequence (Q9NPC2 whole entry, looked up): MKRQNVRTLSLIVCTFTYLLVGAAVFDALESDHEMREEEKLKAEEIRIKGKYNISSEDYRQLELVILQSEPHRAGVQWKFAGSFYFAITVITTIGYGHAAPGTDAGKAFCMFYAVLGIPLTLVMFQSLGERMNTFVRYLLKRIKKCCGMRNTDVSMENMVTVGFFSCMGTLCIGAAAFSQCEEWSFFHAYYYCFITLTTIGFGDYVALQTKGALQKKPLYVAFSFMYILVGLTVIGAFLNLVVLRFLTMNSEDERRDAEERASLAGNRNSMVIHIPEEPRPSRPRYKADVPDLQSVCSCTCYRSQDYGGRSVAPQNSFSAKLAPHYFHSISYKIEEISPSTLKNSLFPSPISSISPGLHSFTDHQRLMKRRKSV
hERG rescue: hERG (human) protection from proarrhythmic block; Q12809; CHO-hERG, FluxOR thallium flux, dofetilide IC70 present; activation (rescue from dofetilide block), less the hit threshold, % at 10 µM; hit rate 0.51% among 310,000;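 active means activation above the mean of controls blocked by dofetilide plus 5 SD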;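 further: thallium influx through hERG after potassium depolarization seen as dye fluorescence rise; in these data hits start at about 4.7%; inactives centre near -7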
PolyA inh: blocks polyadenylation in yeast reporter cells | S. cerevisiae SKY197-pL101 polyadenylation reporter, beta-gal luminescence; efflux-impaired pdr1/pdr3 knockout yeast; score 100 = 6 SD above DMSO | calls only at 12 µM | hit rate 0.02% among 300,000 | AID 1875;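 active means lowest replicate activity score at least 50, where 100 means six control SD above control mean; inconclusive means lowest score under 50 but half or more replicates reach 50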;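 further: yeast exposed to compound for 9 h at 30 °C; higher score means more reporter readthrough which indicates perturbed polyadenylation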
Starred values were filed as active, the others as inactive; i = inactive; ? = inconclusive; . = no result given.

cpd	Compound	hERG rescue	KCNQ1 pot	HDAC3 inhib	GSK3B inh	KCNK3 block	RGS4 pot	KCNK9 block	PolyA inh	Dyrk1A ADPGlo	KCNQ1 block	GSK3A inh
1	CCCCCN(C(=O)CCC(=O)OC(C)C(=O)NC1CCCCC1)c1c(N)n(CCCC)c(=O)[nH]c1=O (stereo unspecified)	-13	i	2	3	i	i	i	i	3	i	-2
2	Cc1ccc2c(COC(=O)c3c(C)noc3C)cc(=O)oc2c1	-16	i	-2	-5	i	i	i	i	.	i	-3
3	CCCn1nc(C(=O)NNC(=O)CSC(C)C(=O)Nc2cc(C)on2)c2ccccc2c1=O (stereo unspecified)	-10	i	-1	-2	i	i	i	i	6	i	2
4	Cc1cc(=O)oc2cc(OCC(=O)N3CCC(C(N)=O)CC3)ccc12	-4	i	-17	5	i	i	i	i	5	i	7
5	CCOC(=O)N1CCN(c2c(N3CCN(c4cccc(C(F)(F)F)c4)CC3)c(=O)c2=O)CC1	-8	i	?	0	i	i	i	i	-6	i	-3
6	Cc1cc(NC(=O)CSc2nc3cc(Cl)ccc3c(=O)n2CC(C)C)no1	-7	i	-2	-4	.	i	i	i	.	i	6
7	CC(=O)C1=C(O)C(=O)N(c2cccnc2)C1c1ccc(Cl)cc1 (stereo unspecified)	-4	i	2	3	i	i	i	i	-7	i	-5
8	O=C(CCCn1cnc([N+](=O)[O-])n1)Nc1ccc(Cl)c(Cl)c1	-9	i	4	3	i	i	i	i	4	i	-1
9	Fc1cccc(Cl)c1CNCc1ccccc1Cl	-8	i	1	6	i	i	i	i	7	i	.
10	Nc1ncnc2nc(SCC(=O)Nc3cccc(C(F)(F)F)c3)[nH]c12	-10	i	-5	2	i	i	i	i	8	i	0
11	Cc1cccc(CCNC(=O)CN(C)S(=O)(=O)c2ccc3c(c2)c(=O)n(C)c(=O)n3C)c1	-13	i	0	1	i	i	i	i	-1	i	1
12	CCCNC(=O)NC(=O)COC(=O)CNS(=O)(=O)/C=C/c1ccccc1	-11	i	-3	-1	i	i	i	i	1	i	0
13	COc1ccc(-c2nnc(OCc3nc4ccccc4n3C)c3ccccc23)cc1	-13	i	2	0	i	i	i	i	-6	i	0
14	COc1cccc(NC(=O)CN(C)S(=O)(=O)c2ccc3c(c2)NC(=O)CS3)c1	-9	i	4	2	i	i	i	i	7	i	1
15	COCCNc1ccc(N2C(=O)CCCC2=O)cc1[N+](=O)[O-]	-10	i	-2	0	i	i	i	i	0	i	-3
16	OCCN(C=NC1=NN(c2cccc(C(F)(F)F)c2)CC1)CCO	-10	i	-3	3	i	i	i	i	1	i	0
17	COc1ccc(/C=N/NC(=O)CN(Cc2ccccc2)S(=O)(=O)c2ccc3c(c2)OCCO3)cc1	-8	i	3	0	i	i	i	i	-7	i	0
18	COCCCn1c(-c2ccsc2)nc2c1c(=O)[nH]c(=O)n2Cc1ccccc1	-10	i	-12	-2	i	i	i	i	-5	i	.
19	CCCc1c(C(=O)NNc2cc(C(F)(F)F)ccc2Cl)cnn1-c1ccccc1	0	i	1	1	i	i	i	i	0	i	-1
20	CCCCSc1nnc(-c2ccc(NC(C)=O)cc2)n1C	-7	i	3	-1	i	i	i	i	2	i	-1

An excerpt from above, showing only Dyrk1A ADPGlo, PolyA inh and KCNQ1 block:
#	SMILES	Dyrk1A ADPGlo	PolyA inh	KCNQ1 block
15	COCCNc1ccc(N2C(=O)CCCC2=O)cc1[N+](=O)[O-]	0	i	i
13	COc1ccc(-c2nnc(OCc3nc4ccccc4n3C)c3ccccc23)cc1	-6	i	i
16	OCCN(C=NC1=NN(c2cccc(C(F)(F)F)c2)CC1)CCO	1	i	i
14	COc1cccc(NC(=O)CN(C)S(=O)(=O)c2ccc3c(c2)NC(=O)CS3)c1	7	i	i
17	COc1ccc(/C=N/NC(=O)CN(Cc2ccccc2)S(=O)(=O)c2ccc3c(c2)OCCO3)cc1	-7	i	i

The list continues.
cpd	Compound	hERG rescue	KCNQ1 pot	HDAC3 inhib	GSK3B inh	KCNK3 block	RGS4 pot	KCNK9 block	PolyA inh	Dyrk1A ADPGlo	KCNQ1 block	GSK3A inh
21	O=C1NC(c2ccccc2)=C(c2ccc3ccccc3n2)C(c2ccc(F)cc2)N1 (stereo unspecified)	-9	i	-4	-4	i	i	i	i	4	i	-5
22	CSc1ccc(/C=C(/NC(=O)c2ccco2)C(=O)N2CCOCC2)cc1	-8	i	3	0	i	i	i	i	.	i	2
23	Cc1ccc(-n2ncc3c(=O)[nH]c(SCC(=O)N4CCCc5ccccc54)nc32)cc1	0	i	3	-1	i	i	i	i	1	i	-1
24	O=C(CSC1=NS(=O)(=O)c2cc(F)ccc2N1)NCc1ccc(F)cc1	-8	i	-4	12	i	i	i	i	5	i	-4
25	Nc1c(C(=O)N2CCOCC2)sc2nc3c(cc12)CCCC3	-3	i	5	1	i	i	i	i	-5	i	-1
26	Cc1c(Cl)cccc1NC(=O)CSc1ccc(-c2cccnc2)nn1	-11	i	-8	1	i	i	i	i	2	i	1
27	COc1ccc(CCNc2cc(N3CCN(C(=O)c4ccc(C)cc4)CC3)ccc2[N+](=O)[O-])cc1OC	-9	i	-7	-1	.	i	i	i	.	i	0
28	O=C(Cn1ncc2c(=O)oc3ccccc3c21)Nc1nc2ccccc2s1	-6	i	.	1	.	i	i	i	.	i	.
29	CCOC(=O)C1C(=O)CC(C)(O)C(C(=O)OCC)C1c1ccc(OC)cc1 (stereo unspecified)	-6	i	1	6	i	i	i	i	-4	i	-1
30	CCn1c2ccccc2c2nnc(SCC(=O)Nc3ncccn3)nc21	-4	i	10	0	i	i	i	i	2	i	2
31	O=C(N1CCCCC1)N1CCN(S(=O)(=O)c2cccc([N+](=O)[O-])c2)CC1	-7	i	-5	3	i	i	i	i	-5	i	-2
32	C/C(=N\NC(=O)C1COc2ccccc2O1)c1cc2ccccc2o1 (stereo unspecified)	-8	i	-5	0	i	i	i	i	6	i	7
33	c1ccc(-n2ncc3c(N4CCCCC4)ncnc32)cc1	-15	i	6	1	i	i	i	i	8	i	3
34	Cc1c(C)n(CCCN(C)C)c2ncnc(Nc3ccc(F)cc3)c12	-2	i	-6	1	i	i	i	i	9	i	-1
35	COc1ccccc1/C=C/c1nc(S(=O)(=O)c2ccccc2)c(N(C)C)o1	-8	i	-16	0	i	i	-11*	i	-2	i	-1
36	CCOC(=O)c1c(C)[nH]c(C(=O)NCc2ccccn2)c1C	-5	i	1	2	i	i	i	i	-9	i	-1
37	CCC(Sc1ncccn1)C(=O)Nc1cc(C)on1 (stereo unspecified)	-1	i	2	3	i	i	i	i	-3	i	1
38	Cc1ccccc1OCC(=O)Nc1ccc2c(c1)ncn2C	-10	i	-1	1	i	i	i	i	5	i	0
39	Cc1ccc2c(c1)N(CC(=O)Nc1c(C)cccc1C)C(=O)c1cccnc1O2	-6	i	5	2	i	i	i	i	-1	i	0
40	COC(=O)c1ccccc1OC(=O)c1cc[n+]([O-])cc1	-12	i	-2	0	i	i	i	i	2	i	0
41	CCn1c(SCc2ccc(C(=O)OC)o2)nnc1-c1c[nH]c2ccccc12	-13	i	2	2	i	i	i	i	3	i	1
42	CCN1CCN(CC(=O)N2c3ccccc3CC2C)CC1 (stereo unspecified)	-10	i	3	1	i	i	i	i	5	i	2
43	CC[C@@]12C(=O)N(c3ccc(OC)cc3)C(=O)N1[C@H](c1cccc(C)c1)[C@@H]1C(=O)N(Cc3ccccc3)C(=O)[C@@H]12	-6	i	9	-3	i	i	i	i	6	i	1
44	Cc1ccc(-c2csc(NC(=O)c3cnccn3)n2)cc1C	-12	i	-9	-3	i	i	i	i	4	i	-2
45	CC1C(=O)Nc2ccccc2N1C(=O)c1cccc(C(F)(F)F)c1 (stereo unspecified)	-8	i	8	-1	i	i	i	i	0	i	-2
46	COc1ccccc1NC(=O)c1ccc(CN2CCOCC2)cc1	-7	i	3	2	i	i	i	i	2	i	.
47	CCc1ccc(OCC(=O)Nc2ccc(N3CCN(S(C)(=O)=O)CC3)cc2)cc1	-3	i	3	2	i	i	i	i	.	i	-2
48	O=C1NC(=S)N/C1=C/c1ccc(Oc2ccc(C(F)(F)F)cc2[N+](=O)[O-])c(Cl)c1	-7	i	-4	-1	i	i	i	i	-3	i	2
49	COC(=O)c1ccc([C@@H](O)[C@H](C)C(=O)CC(=O)OC(C)(C)C)cc1	-4	i	4	-6	i	i	i	i	17	i	.
50	CC(C)(C)NC(=O)CN(Cc1ccc2c(c1)OCO2)C(=O)CNS(=O)(=O)c1ccccc1	-6	i	0	5	i	i	i	i	-8	i	0
51	O=C(c1ccsc1)N1CCN(C(=O)c2cccs2)CC1	-4	i	-22	-4	i	i	i	i	1	i	.
52	Cc1nc(N(C)C)c2sc(=S)n(-c3ccccc3)c2n1	-8	i	7	2	i	i	i	i	-1	i	1
53	CCN1CCN(C(=O)c2ccc3c(c2)N(Cc2ccccc2F)C(=O)c2ccccc2S3(=O)=O)CC1	-12	i	.	-1	i	i	i	i	1	i	.
54	O=C1CCCC(=O)N1c1ccc(F)cc1	-3	i	-1	3	i	i	i	i	0	i	-1

Only part of the results is shown; the hit share may differ from the screen's.
